PTHR1 agonist – agonists of human PTHR1 parathyroid hormone receptor; Q03431; HEK293 GP2 PTHR1 cells, GloSensor cAMP luminescence, 1 h; Potency, µM (series often up to 115 µM), inactives show top-dose activation, most hits filed as activators; actives 0.075% (n = 410,000); AID 743266; further: potency means the concentration at half of the fitted maximal effect; nearly all actives have a fitted effect of over 55% in size; some results filed as inactive show a strong effect at the top dose; inactives centre near -15; many of its hits are not listed in these tables
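HEK-293-derived GP2 cells expressing PTHR1 and a GloSensor cAMP reporter, 3,000/well, plated overnight, given luciferin plus IBMX (each 0.5 mM as added) for 1 h at 37 °C, then compound for 1 h at 37 °C. Luminescence was read after 15 min at room temperature.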
D3 antag – blocks the human D3 dopamine receptor. P35462. actives 2.5% (n = 360,000). D3R cells, DiscoveRx beta-arrestin luminescence, antagonist mode; active compounds read low. max response, negative = inhibition, %; in the data active means max response below about -50%; inconclusive means no clear call, values can overlap the other calls; further: on the % scale 0 is the no-effect control and ±100 the full control effect; mostly tested at two doses, the higher about 12 µM
Target sequence (P35462 whole entry, looked up): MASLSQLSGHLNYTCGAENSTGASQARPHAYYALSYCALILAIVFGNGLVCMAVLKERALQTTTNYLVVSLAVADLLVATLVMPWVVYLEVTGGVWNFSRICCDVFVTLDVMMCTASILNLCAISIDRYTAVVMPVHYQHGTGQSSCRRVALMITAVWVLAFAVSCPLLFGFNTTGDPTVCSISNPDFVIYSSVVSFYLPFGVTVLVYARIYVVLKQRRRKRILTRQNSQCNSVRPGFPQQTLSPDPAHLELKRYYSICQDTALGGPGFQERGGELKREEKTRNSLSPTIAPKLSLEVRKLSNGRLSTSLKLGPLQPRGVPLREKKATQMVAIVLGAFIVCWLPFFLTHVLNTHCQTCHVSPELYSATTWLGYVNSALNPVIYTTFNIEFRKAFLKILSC
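Cells expressing the human receptor were seeded at 1500 cells/well, incubated overnight at 37 degrees C in 5% CO2, then exposed to library compounds with dopamine controls for 90 minutes at 37 degrees C before luminescent detection.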
pAkt inh – Akt phosphorylation inhibition. Neuro2A IGF-stimulated pAkt S473 HTRF, 20 min; active compounds read low. activity change, % for hits at 50 µM. actives 0.32% (n = 360,000). AID 651550; in the data active means activity change below about -80%; inconclusive means mostly about -51% to -80%; further: on the % scale 0 is the no-effect control and ±100 the full control effect
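Neuro2A cells (4,500/well, DMEM with 0.5% FBS) were treated with compound at a single 50 µM final concentration, stimulated with 6 nM IGF for 20 min at 37 °C, and lysed. Phospho-Akt Ser473 was read by HTRF as 665/615 ratio ×10^4.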
TDP-43 yeast inh – rescues yeast growth from TDP-43 toxicity; TDP-43 expressing yeast growth rescue, BacTiter-Glo, 24 h; Potency, µM (titrated, usually from 46.1 µM), without a hit: at the highest dose growth rescue (activation), most hits filed as activators; actives 1.8% (n = 410,000); further: potency means the concentration at half of the fitted maximal effect; % of control where 0% means no effect; nearly all actives have a fitted effect of over 50% in size
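Growth rescue of TDP-43-toxic yeast measured as ATP luminescence (BacTiter-Glo). Cells grown to mid-log in raffinose, induced in galactose at OD600=0.02, exposed to compound 24 hr at 30 deg C.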
GLP1R inv ag – inverse agonists of human GLP-1 receptor | P43220 | HEK293 GLP-1R CRE-luciferase, luminescence, 24 h; GLP-1R form is constitutively active | Potency, µM (series often up to 38.3 µM), without a hit: at the top dose activity change, negative = inhibition, most hits filed as inhibitors | actives 1.6% (n = 410,000); further: potency means the concentration at half of the fitted maximal effect; on the % scale 0 is the no-effect control and ±100 the full control effect; nearly all actives have a fitted effect of over 55% in size
Target sequence (P43220 whole entry, looked up): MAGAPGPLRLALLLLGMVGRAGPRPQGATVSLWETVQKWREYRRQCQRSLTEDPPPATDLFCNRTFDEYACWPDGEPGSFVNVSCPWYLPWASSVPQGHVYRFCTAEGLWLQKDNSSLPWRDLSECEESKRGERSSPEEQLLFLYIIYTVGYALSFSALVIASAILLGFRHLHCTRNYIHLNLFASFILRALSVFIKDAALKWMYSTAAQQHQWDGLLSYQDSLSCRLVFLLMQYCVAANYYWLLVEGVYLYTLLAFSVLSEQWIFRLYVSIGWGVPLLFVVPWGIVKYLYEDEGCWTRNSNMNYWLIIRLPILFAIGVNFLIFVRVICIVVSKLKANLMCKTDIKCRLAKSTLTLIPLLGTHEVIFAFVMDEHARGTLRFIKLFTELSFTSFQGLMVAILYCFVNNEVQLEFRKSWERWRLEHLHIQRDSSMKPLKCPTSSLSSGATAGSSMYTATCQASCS
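Readout was luciferase luminescence, measured 12 min after detection reagent at room temperature. Beforehand, GLP-1R reporter HEK293 cells had sat 12 h, then received compounds for 24 hr at 37 deg C.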
Abeta yeast res – compounds reversing amyloid beta toxicity in yeast; yeast expressing A-beta42, growth rescue, OD600, 48 h; response scale: 0% DMSO, 100% iron-clioquinol control; Potency, µM (top dose mostly 46.1 µM), without a hit: at the top dose growth rescue, actives largely listed as activators; actives 0.063% (n = 410,000); AID 1347071; further: potency means the concentration at half of the fitted maximal effect; nearly all actives have a fitted effect of over 55% in size
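Yeast A-beta toxicity model in growth medium with pinned compounds, 48 h at 30 C; growth read as absorbance at 600 nm. Normalized to FeCl3/clioquinol equimolar mix (positive) and DMSO (negative).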
GLP-1R agonist – GLP-1 receptor (human) agonism | actives 0.007% (n = 380,000) | P43220 | Potency, µM (top dose mostly 45.6 µM), for the others: top-dose activation, actives largely listed as activators | HEK293 GLP-1R CRE-luciferase, luminescence, 4-6 h; cells express a hypersensitive GLP-1R form | AID 624172; further: potency means the concentration at half of the fitted maximal effect; % of control where 0% means no effect
aSyn yeast inh – inhibitors of alpha-synuclein toxicity in yeast; Yeast expressing alpha-synuclein, growth rescue, BacTiter-Glo, 24 h; Potency, µM (doses to about 46.1 µM), inactives show at the highest dose growth rescue (activation), actives largely listed as activators; actives 0.14% (n = 370,000); AID 652106; further: potency means the concentration at half of the fitted maximal effect; % of control where 0% means no effect; nearly all actives have a fitted effect of over 65% in size
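Rescue of yeast growth: cells expressing toxic alpha-synuclein, induced in galactose at OD600 0.02, incubated with compound 24 h at 30 C. ATP luminescence quantified growth; inhibitors of toxicity appear as activators.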
FUS yeast rescue – FUS proteinopathy suppression in yeast; S. cerevisiae FUS-expressing, growth rescue, OD600, 24 h; Potency, µM (series often up to 76.6 µM), for inactives: top-dose growth rescue (activation), hits mostly activators; actives 0.24% (n = 390,000);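 further: potency means the concentration at half of the fitted maximal effect; plate controls were DMSO vehicle for no effect and reference control for full effect; nearly all actives have a fitted effect of over 55% in size; some results filed as inactive show a strong effect at the top dose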
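Yeast FUS proteinopathy model; galactose-induced FUS (2%), starting OD 0.005. Cpds in dilution series, 24hr, 30C, 99% humidity. Abs 600 nm growth. Pos ctrl CP55940 (top 92uM final); neg ctrl DMSO.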
Active calls of the source: *; i = inactive; ? = inconclusive; · = no result given; [ ] = remark or other dose. Unless noted, the call rests on the fitted dose curve; in most records, active means well fitted curve in the direction sought with a large enough effect; inconclusive means small, poorly fitted or top-dose-only effect, or another doubt; inactive means no such curve, though single readings can be large; an effect the other way counts as inactive or inconclusive. An excerpt, so the mix of outcomes need not match the whole.

#1 O=C1CC(c2cccs2)Sc2nc3ccccc3n21 (configuration not stated)
#2 CCN(C(=O)COC(=O)c1ccc(Cl)cc1N)C1CCCCC1
#3 CC1CN(c2nnnn2-c2ccccc2)CC(C)O1 (configuration not stated)
#4 C=CCC[C@@H](Cc1ccc(F)cc1)C(=O)OC[C@@H](C)NC(=O)[C@@H](CC=C)CC(=O)N[C@H](CO)Cc1ccccc1
#5 Cc1nc(-c2cccc3ccccc23)ccc1C(=O)O
#6 O=C(CSc1nnc(NC(=O)c2ccccc2)s1)NC1CCCC1
#7 CCCCc1ccc(NC(=S)NCCc2ccc(F)cc2)cc1
#8 COc1ccc(OCCNS(=O)(=O)Cc2ccccc2)cc1
screen / no. | 1 | 2 | 3 | 4 | 5 | 6 | 7 | 8
PTHR1 agonist | -30%[inhibitor] | -9% | -24%[57.5 µM] | i | ? | -20% | -86%[inhibitor] | i
D3 antag | -2 | -15 | -13 | 0 | -6 | 9 | ? | ?
pAkt inh | i | i | i | i | i | i | i | i
TDP-43 yeast inh | 16% | 8% | 7% | -13% | -14% | -8% | -3% | 5%
GLP1R inv ag | 39%[activator] | ? | 4% | ? | 4% | 10% | ? | -20%
Abeta yeast res | -39%[inhibitor] | 7% | 3% | 7% | -7% | -8% | ? | 5%
GLP-1R agonist | -6% | 9% | 14% | 3% | -1% | 0% | 0% | -11%
aSyn yeast inh | -15% | 19% | 1% | -2% | 1% | 1% | -2% | 10%
FUS yeast rescue | 14% | 14% | 11% | ? | 13% | 19% | 13% | ·

Five records picked at random from the list so far, as already listed:
#8 COc1ccc(OCCNS(=O)(=O)Cc2ccccc2)cc1
#4 C=CCC[C@@H](Cc1ccc(F)cc1)C(=O)OC[C@@H](C)NC(=O)[C@@H](CC=C)CC(=O)N[C@H](CO)Cc1ccccc1
#1 O=C1CC(c2cccs2)Sc2nc3ccccc3n21 (configuration not stated)
#6 O=C(CSc1nnc(NC(=O)c2ccccc2)s1)NC1CCCC1
#5 Cc1nc(-c2cccc3ccccc23)ccc1C(=O)O
screen / no. | 8 | 4 | 1 | 6 | 5
PTHR1 agonist | i | i | -30%[inhibitor] | -20% | ?
D3 antag | ? | 0 | -2 | 9 | -6
pAkt inh | i | i | i | i | i
TDP-43 yeast inh | 5% | -13% | 16% | -8% | -14%
GLP1R inv ag | -20% | ? | 39%[activator] | 10% | 4%
Abeta yeast res | 5% | 7% | -39%[inhibitor] | -8% | -7%
GLP-1R agonist | -11% | 3% | -6% | 0% | -1%
aSyn yeast inh | 10% | -2% | -15% | 1% | 1%
FUS yeast rescue | · | ? | 14% | 19% | 13%

(cont.)
#9 COc1ccc(S(=O)(=O)N(C)c2ccc(C(=O)N3CCCCC3)cc2)cc1
#10 COc1ccc(/C=C/C(=O)Nc2sc3c(c2C(N)=O)CCC(C)C3)cc1OC (configuration not stated)
#11 CCCCCCCCCC(=O)OCC(O)CO (configuration not stated)
#12 COC(=O)c1ccc2nc(-c3ccccc3)c(Cc3cccc(F)c3)n2c1
#13 Nc1c(C=C2C=CC(=O)C=C2)c(=O)nc2sc(CC(=O)N3CCCCC3)nn12
#14 CCc1c(C(=O)Nc2ccncc2)csc1C
#15 NC(=O)c1nc(Nc2ccccc2)sc1NC(=O)c1ccccc1Br
#16 C=CCn1c(SCc2ccc(C(=O)Nc3nccs3)cc2)nnc1-c1ccc(C)c(Cl)c1
screen / no. | 9 | 10 | 11 | 12 | 13 | 14 | 15 | 16
PTHR1 agonist | -21% | i | i | -14% | 1% | 3%[57.5 µM] | -5% | -52%[inhibitor]
D3 antag | 23 | · | -9 | 25 | -22 | 14 | · | 25
pAkt inh | i | · | i | i | i | i | · | i
TDP-43 yeast inh | -11% | ? | 11% | 0% | -6% | -14% | 11% | 1%
GLP1R inv ag | -22% | 13% | -8% | 32%[activator] | 5% | 5% | -12% | 4.5µM*
Abeta yeast res | -16% | -9% | -15% | -17% | -5% | 0% | -5% | 25%
GLP-1R agonist | 0% | 19% | 4% | 19% | -4% | 5% | · | -6%
aSyn yeast inh | 6% | -4% | 5% | -2% | -11% | 0% | · | 19%
FUS yeast rescue | · | -15% | -8% | 10% | ? | 8% | 1% | ·

#17 CC(c1ccccc1)N1C(=O)C2C3C=CC(C4CC34)C2C1=O (configuration not stated)
#18 Cn1ncc(N2CCN(S(=O)(=O)c3ccc(Br)cc3)CC2)c(Cl)c1=O
#19 O=C(O)c1cccc(N/N=C/c2cccnc2)c1
#20 Cc1ccc(CNC(=O)/C=C/[C@H]2O[C@@H](n3cc(C)c(=O)[nH]c3=O)C[C@@H]2O)o1
#21 CCC(C)c1cc(S(=O)(=O)N2CCOCC2)ccc1OC (configuration not stated)
#22 CC1CCCN(CCCNC(=O)c2cc(Sc3ccc(F)cc3)nc3ccccc23)C1 (configuration not stated)
#23 c1nnc(NCNc2nncs2)s1
#24 CC(C)(C)C(=O)Nc1nnc(-c2ccccc2)c(-c2ccccc2)n1
screen / no. | 17 | 18 | 19 | 20 | 21 | 22 | 23 | 24
PTHR1 agonist | -20% | -3% | -7% | 4% | -17% | i | i | i
D3 antag | -4 | -17 | 0 | 124 | -17 | · | -4 | 17
pAkt inh | i | i | i | i | i | · | i | i
TDP-43 yeast inh | 15% | 4% | 4% | 10% | 23% | 13% | 15% | -6%
GLP1R inv ag | ? | 6% | ? | 17% | 1% | 12% | -2% | ?
Abeta yeast res | 23% | -45%[inhibitor] | -4% | -22% | 0% | -9% | 5% | -50%[inhibitor]
GLP-1R agonist | 1% | 6% | -4% | 0% | ? | · | 4% | 12%
aSyn yeast inh | 1% | 13% | -3% | -4% | 4% | · | -1% | 2%
FUS yeast rescue | 22% | 16% | -15% | -22% | 2% | 27% | -20% | 12%

#25 CCc1ccc(S(=O)(=O)Nc2c(C)nn(C)c2C)cc1
#26 COc1ccc(OC)c(NC(=O)CCCc2nnc3n(C(C)C)c(=O)c4sccc4n23)c1
#27 COC(=O)CCC(=O)OC1(C)C(=O)C=C2C=C(C3CC3)N(C3CC3)C=C2C1=O (configuration not stated)
#28 O=C(CCSc1ccccc1)Nc1nc2c(s1)CCCC2
#29 CC1(C)CC(=O)C2=C(C1)OC(N)=C(C#N)C2c1ccsc1 (configuration not stated)
#30 C=C(C)COc1ccc(-c2ncncc2-c2ccc(OC)cc2)c(O)c1
#31 Cc1ccc(CN(C(=O)c2ccc([N+](=O)[O-])cc2)c2ccccn2)cc1
#32 Cc1ccc(C(=O)NNC(=S)NC(=O)c2ccc(Cl)cc2Cl)cc1
screen / no. | 25 | 26 | 27 | 28 | 29 | 30 | 31 | 32
PTHR1 agonist | i | -18% | i | -4%[57.5 µM] | i | -1% | i | -6%[57.5 µM]
D3 antag | -15 | · | -21 | 14 | 57 | 16 | · | 11
pAkt inh | i | · | i | i | i | i | · | i
TDP-43 yeast inh | -20% | 21% | 12% | 8% | -7% | 11% | 0% | ?
GLP1R inv ag | 7% | 9% | 11% | 4% | 17% | ? | -11% | ?
Abeta yeast res | -9% | -2% | 6% | ? | 9% | 2% | -2% | 24%
GLP-1R agonist | 1% | · | 2% | 10% | 4% | 13% | · | -2%
aSyn yeast inh | -4% | · | -1% | 5% | -11% | -2% | · | 1.1µM*
FUS yeast rescue | 14% | -15% | 2% | 12% | 7% | 18% | 19% | -20%

#33 O=C1NCCCN1C1OC(CO)C(O)C1O (configuration not stated)
#34 O=C(c1ccco1)N1CCN(C(=O)C2Cc3ccccc3CN2S(=O)(=O)c2ccc(F)cc2)CC1 (configuration not stated)
#35 C/C(=N\NC(=O)c1cc(C(C)(C)C)[nH]n1)C12CC3CC(CC(C3)C1)C2
#36 CCC(Oc1ccccc1)C(=O)O/N=C(\N)c1ccc(OC)c(OC)c1 (configuration not stated)
#37 CN(C)C=NC(=O)c1cc2c(n(-c3ccccc3)c1=O)CC(C)(C)CC2=O
#38 CCOCCc1nnc(NC(=O)CN2C(=O)c3ccccc3C2=O)s1
#39 CC(C)NC(=O)COC(=O)c1cc(F)c(F)cc1Cl
#40 COc1ccccc1OCCNC(=O)C(CCSC)NC(=O)COc1ccccc1 (configuration not stated)
screen / no. | 33 | 34 | 35 | 36 | 37 | 38 | 39 | 40
PTHR1 agonist | i | -32%[inhibitor][57.5 µM] | -18% | -32%[inhibitor] | -16% | -8% | -5% | i
D3 antag | 10 | 17 | -4 | 16 | · | -12 | 2 | 0
pAkt inh | i | i | i | i | · | i | i | i
TDP-43 yeast inh | ? | 12% | 6% | 0% | 12% | -14% | 11% | 23%
GLP1R inv ag | 3% | 3% | -4%[0.307 µM] | ? | 3% | 9% | 2% | -21%
Abeta yeast res | 0% | 19% | 2% | -28% | -7% | -6% | -1% | 1%
GLP-1R agonist | -3% | -7% | 0% | ? | 1% | 0% | 1% | 2%
aSyn yeast inh | 0% | 3% | -1% | 11% | · | -6% | 7% | 0%
FUS yeast rescue | -12% | 26% | 16% | 36% | 2% | 10% | 6% | 8%

#41 O=C(c1ccco1)N1CCN(c2cc(C(F)(F)F)nc3ncnn23)CC1
#42 C=C1c2cccc(OC)c2O[C@H](C(=O)OCC)[C@@H]1CC(CC)CCCC (some centres not stated)
#43 O=C(Nc1ccc(NC(=S)NC(=O)c2cccs2)cc1)c1ccccc1
#44 O=C(Nc1cccc(Br)c1)c1ccn[nH]1
screen / no. | 41 | 42 | 43 | 44
PTHR1 agonist | i | -20% | i | i
D3 antag | -7 | 4 | -11 | -22
pAkt inh | i | i | i | ·
TDP-43 yeast inh | -18% | 4% | 9% | 27%
GLP1R inv ag | 0% | ? | 5% | 39%[activator]
Abeta yeast res | -9% | 2% | 6% | -8%
GLP-1R agonist | -7% | -4% | 2% | 9%
aSyn yeast inh | -7% | ? | -1% | ·
FUS yeast rescue | 4% | 12% | · | 5%
